STAT3 blocker: reduces IL-6 driven STAT3 reporter signal; 190,000 tested, 0.89% active; inhibition, % at 5.5 µM; AID 862; U3A cells, IL-6 STAT3-luciferase reporter, luminescence; host cell line lacks STAT1;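 active = inhibition above the mean inhibition across all screened compounds plus 3 SD, cut at about 44% in these data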;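 also: 0% = DMSO only wells and 100% = 100 µM nifuroxazide control wells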
STAT1 inh: reduces IFN-gamma driven STAT1 reporter signal | NIH 3T3 STAT1-luciferase reporter, luminescence | inhibition, % at 5.5 µM | 200,000 tested, 0.35% active | AID 920;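 active = inhibition above a set limit, the mean inhibition across all tested compounds plus 3 SD, cut at about 34% in these data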;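 also: 0% = IFN-gamma with DMSO and 100% = IFN-gamma with 300 µM nifuroxazide; values of inactives mirror those of a sister screen read the other way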
FLuc stim CS: firefly luciferase counter-screen for stimulation assays; P08659; AID 1027; ATPlite luciferase biochemical, luminescence, 10 min; 0 = ATP-free wells, 1 = DMSO control; activation factor at 10 µM; 200,000 tested, under 10 active;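 active = luciferase activation factor, scaled between plate controls, of at least 2 with compound at 10 µM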
Target sequence (P08659 whole entry, looked up): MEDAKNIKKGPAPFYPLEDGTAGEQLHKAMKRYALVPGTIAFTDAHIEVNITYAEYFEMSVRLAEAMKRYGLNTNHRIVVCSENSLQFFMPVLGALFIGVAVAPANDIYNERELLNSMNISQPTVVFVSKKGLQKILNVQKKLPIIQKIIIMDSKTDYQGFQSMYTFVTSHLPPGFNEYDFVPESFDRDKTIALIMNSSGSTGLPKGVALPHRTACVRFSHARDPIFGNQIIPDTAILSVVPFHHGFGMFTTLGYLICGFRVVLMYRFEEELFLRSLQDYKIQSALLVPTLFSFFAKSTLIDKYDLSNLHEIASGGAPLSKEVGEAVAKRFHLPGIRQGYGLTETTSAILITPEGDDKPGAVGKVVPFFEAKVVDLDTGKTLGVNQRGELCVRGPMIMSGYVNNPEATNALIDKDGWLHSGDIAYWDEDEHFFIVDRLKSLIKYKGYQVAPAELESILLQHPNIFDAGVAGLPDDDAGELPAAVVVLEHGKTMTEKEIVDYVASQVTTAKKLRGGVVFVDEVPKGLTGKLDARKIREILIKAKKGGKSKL
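System: luciferase plus luciferin reagent, cell-free; medium: PBS as buffer for the ATP substrate; dosing: test compounds dosed from 2 mM stocks in 100% DMSO; timing: 10 min post-reagent at room temperature; measured by: luminescence measurement of luciferase light output; evaluation: luciferase activation, seen as luminescence increase over controls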
STAT3 activator: activators of IL-6 induced STAT3 signaling; U3A cells, IL-6 STAT3-luciferase reporter, luminescence; 100% = signal with IL-6 EC80 alone; activation (% of control), % at 5.6 µM; 190,000 tested, 0.91% active;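 active = activation above the screen-wide mean of compound activation plus 3 SD, cut at about 130% in these data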;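 also: 0% = background luminescence of wells with medium and substrate only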
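Material: human U3A cells carrying STAT3-luciferase construct. Measured by: reporter luminescence signal. Timing: compound 1 h, then IL-6 6 h at 37 °C.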
APP 5'UTR act: APP 5'UTR luciferase reporter activation | AID 1276 | activation, % at 2 µM | 190,000 tested, 1% active | SH-SY5Y APP 5'UTR luciferase reporter, luminescence; zero percent = DMSO vehicle wells;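 active = activation above a set limit, based on mean plus 3 SD of controls, cut at about 140% in these data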; also: values of inactives mirror those of a sister screen read the other way
STAT1 act: activators of IFN-gamma induced STAT1 signaling | NIH 3T3 STAT1-luciferase reporter, luminescence; 100% = IFN-gamma alone, no compound | activation (% of control), % at 5.5 µM | 200,000 tested, 2.6% active;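 active = activation above the screen-wide mean activation plus 3 SD, cut at about 130% in these data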;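 also: raw ratio to IFN-gamma control signal so 100% means no change and 0% no light; values of inactives mirror those of a sister screen read the other way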
APP transl inh: APP translation inhibition. 190,000 tested, 0.82% active. inhibition, % at 2 µM. SH-SY5Y APP 5'UTR-luciferase reporter, luminescence;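 active = inhibition above a set limit, derived from the sample mean plus 3 SD, cut at about 45% in these data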; also: values of inactives mirror those of a sister screen read the other way
FLuc inh counter: counter-screen for luciferase assay inhibitors: firefly luciferase inhibition | inhibition, % at 10 µM | 200,000 tested, 1.5% active | ATPLite firefly luciferase biochemical luminescence, 10 min;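 active = inhibition above about 50% when tested at 10 µM, limit read from the data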
NF-kB expr up: NF-kB expression increase, human neuronal cells. NF-kB reporter expression; hits give high values. fold change at 12.5 µM. 190,000 tested, 1.6% active; in the data active = fold change above about 3.3
ROMK mod: human ROMK K+ channel modulation, primary screen; Tet-inducible ROMK, thallium flux fluorescence; actives lie on both sides; B-score at 10 µM; 130,000 tested, 2% active;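 active = signal ratio slope over the read window, or its plate-corrected B-score, at least 3 SD from the plate mean, either direction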;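 also: B-score of the F/F0 ratio slope over 7 to 12 s after thallium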
Target sequence (P48048 whole entry, looked up): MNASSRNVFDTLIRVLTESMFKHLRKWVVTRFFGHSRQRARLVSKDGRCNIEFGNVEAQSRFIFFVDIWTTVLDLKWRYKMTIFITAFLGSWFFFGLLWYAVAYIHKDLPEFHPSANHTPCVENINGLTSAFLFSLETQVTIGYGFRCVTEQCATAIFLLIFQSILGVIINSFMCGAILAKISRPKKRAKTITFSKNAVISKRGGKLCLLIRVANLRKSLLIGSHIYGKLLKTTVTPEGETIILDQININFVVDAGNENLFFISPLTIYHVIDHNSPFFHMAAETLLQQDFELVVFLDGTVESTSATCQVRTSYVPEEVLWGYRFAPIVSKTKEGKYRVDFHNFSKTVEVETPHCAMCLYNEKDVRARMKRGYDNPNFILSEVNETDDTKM
The depositor's hits bear a star; . = no result given.

Start of the data: the first 3 entries (preview)
entry	SMILES	STAT3 blocker	STAT1 inh	FLuc stim CS	STAT3 activator	APP 5'UTR act	STAT1 act	APP transl inh	FLuc inh counter	NF-kB expr up	ROMK mod
1	CCOC(=O)C1=C(C)OC(N)=C(C#N)C1c1c(C)nn(-c2ccccc2)c1Cl (stereo unspecified)	-2	1	1	105	15	97	-15	-1	1	-1.9
2	CSc1nc(C)cc(-n2cc(F)c(=O)[nH]c2=O)n1	-14	-5	1	118	-9	105	9	-3	1.1	.
3	CN(C)c1ccc(N=Nc2ccc(S(=O)(=O)O)cc2)c2ccccc12	-1	7	1	102	7	93	-7	2	1.1	-1.6

Main list, repeating the preview:
entry	SMILES	STAT3 blocker	STAT1 inh	FLuc stim CS	STAT3 activator	APP 5'UTR act	STAT1 act	APP transl inh	FLuc inh counter	NF-kB expr up	ROMK mod
1	CCOC(=O)C1=C(C)OC(N)=C(C#N)C1c1c(C)nn(-c2ccccc2)c1Cl (stereo unspecified)	-2	1	1	105	15	97	-15	-1	1	-1.9
2	CSc1nc(C)cc(-n2cc(F)c(=O)[nH]c2=O)n1	-14	-5	1	118	-9	105	9	-3	1.1	.
3	CN(C)c1ccc(N=Nc2ccc(S(=O)(=O)O)cc2)c2ccccc12	-1	7	1	102	7	93	-7	2	1.1	-1.6
4	Cc1cc(C(=O)Nc2cccc(/C=C/C(=O)O)c2)c(C)o1	-5	0	0.9	108	-5	100	5	11	1.2	-0.33
5	O=S(=O)(Cc1ccc(Cl)cc1)N1CCCC1	5	9	1	99	-8	91	8	-3	1.2	.
6	O=C(CCS(=O)CCC(=O)NCc1ccccc1)NCc1ccccc1	16	5	1	90	-3	96	3	1	1.2	.
7	Cc1nnc2n(CCc3ccccc3)c(=O)c3c4c(sc3n12)CCCC4	24	2	.	81	-3	98	3	.	.	0.71
8	CCOC(=O)CC(c1ccc([N+](=O)[O-])cc1)n1c(C)ccc1C (stereo unspecified)	4	0	1.1	100	-1	98	1	-6	1.2	1.9
9	COC(=O)c1ccc(-c2nc3ccccc3[nH]2)cc1	52*	-23	0.1	57	131	122	-131	91*	7.1*	-0.55
10	CC(Sc1nc(-c2ccccc2)cc(C(F)(F)F)n1)C(=O)N1CCCCC1 (stereo unspecified)	4	-4	1.1	101	-3	104	2	-7	0.71	.
11	COc1ccc(S(=O)(=O)N2CCOCC2)cc1OC	2	-3	1.1	101	7	103	-7	-5	1.2	-0.2
12	O=[N+]([O-])c1ccc(NCCNc2ccc(Cl)nn2)cc1	7	-5	1.1	98	-9	105	9	-9	0.87	-2.3
13	O=S(=O)(NC1CCCC1)c1ccc(S(=O)(=O)N2CCCN(Cc3ccccc3)C2)cc1	10	-3	1.1	100	0	102	0	-6	0.73	.
14	CN(C)c1cccc(C(=O)NNC(=O)NC2CCCCC2)c1	1	-6	1.1	98	11	106	-11	-9	1.2	.
15	C=CCOC(=O)C1C(=O)CC(C)(O)C(C(=O)OCC=C)C1c1ccc(N(C)C)cc1 (stereo unspecified)	17	2	1.1	94	3	96	-3	-8	0.92	0.088
16	O=C(CSc1nc2c(c(=O)n1-c1ccc(F)cc1)SCC2)Nc1ccc2c(c1)OCO2	-2	8	.	104	-15	92	15	.	.	.
17	COc1ccc(OCC(=O)N2CCN(S(=O)(=O)c3ccccc3[N+](=O)[O-])CC2)cc1	4	5	1	100	-2	94	2	2	1.1	.
18	CCC(COC)NCc1cn(-c2ccc(OC)cc2)nc1-c1cccc(F)c1 (stereo unspecified)	9	-13	1	96	-11	110	11	0	0.91	-3.1
19	Cc1ccc(-c2[nH]n3c(=O)c4c(nc3c2C)CCCC4)cc1	1	-15	1	102	9	114	-9	4	1.2	.
20	CN1CCN(c2ccc(Cl)cc2NC(=O)c2nn(-c3ccccc3)c(=O)c3ccccc23)CC1	6	1	1	99	2	99	-2	-5	1	.
21	COc1ccc([N+](=O)[O-])cc1N(CC(O)CN1CCCC1)S(=O)(=O)c1ccc(C)cc1 (stereo unspecified)	5	1	1.1	100	-6	97	6	-7	1.3	.
22	COC(=O)CNC(=O)CSc1nnc(-c2ccc(OC)cc2)n1CC(C)C	3	2	1.1	101	-5	98	5	-6	0.93	-0.52
23	Cc1cccc(-n2c(C)cc(C(=O)NC3CCCCC3)c2C)c1	-2	-12	0.7	105	70	111	-70	26	2.3	.
24	CCCCn1c(CNC(=O)CC)nc2ccccc21	-6	5	1	105	0	96	0	-2	1	.
25	COC(=O)c1[nH]c2cccc(OC)c2c1NC(=O)CCN1CCC(C)CC1	14	-6	1	94	-10	106	10	1	0.85	-0.81
26	CCOCCCNC(=O)C(NC(=O)Cc1c[nH]c2ccccc12)c1ccc(OC)cc1 (stereo unspecified)	-33	11	1	127	-8	88	8	-5	1.3	0.15
27	CCCCN(C)C1CCN(C(=S)Nc2ccc(OC)cc2)CC1	2	-1	1.1	105	-4	100	4	-9	0.99	0.0033
28	COC(=O)c1c(-c2cccc(C)c2)csc1N	9	5	1.1	95	18	95	-18	-6	0.92	.
29	S=C(NCCCN1CCOCC1)Nc1ccc(Cl)cc1Cl	-4	-1	1.1	103	6	101	-6	-8	0.92	-0.024
30	CCOC1Cc2ccccc2N(C(N)=O)c2ccccc21 (stereo unspecified)	8	-1	1	98	-8	101	8	-4	0.91	1.9
31	OCCCc1nc2n(n1)C(c1ccccc1)C=C(c1ccc(F)cc1)N2 (stereo unspecified)	26	-8	0.8	80	-11	109	11	18	0.85	-0.76
32	O=C(N/N=C/c1ccccc1O)/C(=C/c1ccccc1)CCO	4	3	0.9	99	-28	97	28	7	0.95	.
33	O=C(NCc1ccccc1)c1cccc(COc2cc(Cl)ccc2Cl)c1	-12	-39	1.1	109	21	135*	-21	-7	1.5	.
34	COc1ccccc1CN1CCN(Cc2nc(-c3ccccc3)no2)CC1	2	-2	1	102	7	101	-7	0	1.2	0.3
35	CCOC(=O)C1CCN(C(=O)CN(c2cccc(OC)c2)S(=O)(=O)c2ccccc2)CC1	7	9	1.1	99	9	92	-9	-9	1	.
36	COc1ccc(C(C)=O)cc1COC(=O)c1ccc(OCc2c(C)noc2C)cc1	9	0	1	94	-16	100	16	-5	1.3	-0.54
37	CCC(=O)N1CCc2cc(S(=O)(=O)CCC(=O)N3CCc4ccccc4C3)ccc21	4	-10	1	101	-1	109	1	-1	0.93	.
38	CCCCN(C(=O)c1cccc2c(=O)c(C)c(-c3ccccc3)oc12)c1ccccc1	-7	-2	1	106	18	102	-18	-1	1.1	-3.7*
39	NC(=NCc1ccc2c(c1)OCO2)NC(=O)c1ccccc1	16	2	1	89	-10	96	10	-4	1	-0.31
40	Cc1csc(SCC(=O)Nc2c(C)n(C)n(-c3ccccc3)c2=O)n1	-7	-4	1.1	108	-13	105	13	-7	1.5	.
41	CCCCN(C)CCC(=O)Nc1ccc(C)cc1	-5	4	1	105	21	96	-21	1	0.95	.
42	C/C(=N\O)C(=O)NCCCNCCCN(C)C	1	1	1.1	99	-11	95	11	-8	1.1	0.68
43	O=C(NCCc1cccc(Cl)c1)c1cc([N+](=O)[O-])ccc1Cl	-8	2	1.1	104	-14	98	14	-7	0.96	-0.24
44	N#C/C(=C/c1ccccc1[N+](=O)[O-])c1nnc2n1CCCCC2	3	5	1.1	96	-13	97	13	-13	1	-0.023
45	COc1cccc(NC(=O)NC2CCCc3ccccc32)c1 (stereo unspecified)	15	-6	1	96	-8	104	8	-4	0.9	-0.44
46	Cc1nc(-c2ccc(NC(=O)/C=C\C(=O)O)cc2)cs1	14	-2	0.5	90	20	100	-20	46	1.2	0.47
47	C=CCN(C(=O)CNC(=O)c1cccs1)C(C(=O)NC(C)(C)C)c1ccccc1 (stereo unspecified)	0	-3	1.1	105	-15	102	15	-9	1.2	0.66
48	COc1ccc(NC(=O)CCC(=O)OCc2ccc(Br)cc2)cc1	5	8	1.1	97	-13	92	13	-6	1.1	0.76
49	COCC1CCN(Cc2cn[nH]c2-c2cc(OC)c(OC)c(OC)c2)CC1	-4	-3	1.1	108	13	101	-13	-9	1.5	0.034
50	Cc1oc(=O)c(NC(=O)c2cccc(Cl)c2)cc1C(=O)c1ccccc1	7	-15	1	103	6	114	-6	1	2	.
51	COc1ccc(CNC(=O)C2CCCN(c3nc4ccccc4o3)C2)c(OC)c1 (stereo unspecified)	2	-6	1	102	14	105	-14	-5	0.97	-0.88
52	COc1ccc(N2CCN(Cc3nc(N)nc(N4CCCc5ccccc54)n3)CC2)cc1	-2	2	1	103	8	98	-8	0	1	-1.8
53	Cc1nn(-c2ccccc2)c(N2CCCC2)c1/C=N/n1cnc2scc(-c3ccccc3)c2c1=O	0	-7	1.1	102	14	106	-14	-5	0.45	-1.1
54	Fc1ccccc1CN1CCCCCCC1	8	-3	1	98	-10	102	10	-2	0.94	-0.17
55	CCC(=O)N1CCc2cc(S(=O)(=O)NC(C(=O)NCc3ccc(F)cc3)C(C)C)ccc21 (stereo unspecified)	11	6	1	95	-8	94	8	-2	0.97	0.041
56	Cc1onc(-c2ccccc2Cl)c1C(=O)NCc1cccs1	11	-4	1	97	8	104	-8	-4	1.3	.
57	CCc1ccc(/C=c2\s/c(=C\C(=O)C(C)(C)C)[nH]c2=O)cc1	9	-2	1	93	-3	99	3	0	0.87	-0.29
58	O=C(CNc1cc(S(=O)(=O)N2CCOCC2)ccc1N1CCCC1)NCc1ccco1	-9	-4	1	108	15	103	-15	0	1.3	0.062
59	CC(C)Sc1nc(O)c(Cc2ccccc2)c(=O)[nH]1	-2	2	1	103	17	95	-17	-3	1.2	0.26
60	CCOc1ncccc1C(=O)N(C)CC1COc2ccccc2O1 (stereo unspecified)	2	-4	1	99	-12	104	12	-2	1.1	-0.0029

Remaining list, next part.
entry	SMILES	STAT3 blocker	STAT1 inh	FLuc stim CS	STAT3 activator	APP 5'UTR act	STAT1 act	APP transl inh	FLuc inh counter	NF-kB expr up	ROMK mod
61	COc1ccc(CCN2C(=O)CC(N3CCOCC3)C2=O)cc1OC (stereo unspecified)	11	3	1.1	93	-3	97	3	-6	0.98	.
62	Cc1cc([N+](=O)[O-])nn1CC(=O)Nc1nccs1	19	9	1.1	85	-7	92	7	-5	1.2	.
63	Cc1ccccc1C(=O)NN1CCOCC1	7	-3	1.1	97	5	103	-5	-8	1.1	0.42
64	CCCCSc1nc(C)cc(C)c1S(=O)(=O)c1ccccc1C	2	1	1.1	107	-6	92	6	-7	0.72	.
65	COc1ccc(N2CCN(C(=O)CCc3ccc(S(=O)(=O)NC(C)C)cc3)CC2)cc1	15	8	1.1	90	13	93	-13	-5	0.99	.
66	COc1ccccc1N1CCN(CC(O)COCc2cccs2)CC1 (stereo unspecified)	7	1	1	95	14	98	-14	-3	0.98	-0.3
67	O=C(Nc1nc2ccccc2[nH]1)C1CCN(S(=O)(=O)c2cccs2)CC1	15	-2	1	87	10	102	-10	-5	1.2	0.038
68	Cc1ccc(N2C(=O)CC(N3CCc4ccccc43)C2=O)cc1Cl (stereo unspecified)	9	-8	1	98	-16	106	16	-3	1.1	1.2
69	CCC(CC)c1nnc(NC(=O)c2ccc(N3CCCC3=O)cc2)s1	9	5	1.1	96	14	96	-14	-6	1.1	.
70	COCCCNC(=S)N1CCN(c2ccc([N+](=O)[O-])cc2)CC1	-2	9	1.1	105	6	92	-6	-7	0.84	.
71	CCN(CC)S(=O)(=O)c1ccc(NC(=O)COC(=O)CN2C(=O)c3ccccc3C2=O)cc1	-14	-11	1.1	110	.	110	.	-7	1.4	1.1

Assay outcomes from PubChem BioAssay.
